Source: PubChem (National Center for Advancing Translational Sciences (NCATS))
PTAP-TSG101 blk = blocks PTAP binding to human TSG101, validation; 44,000 tested, under 10 active; Potency, µM (titrated, usually from 115 µM), without a hit: at the highest dose activity change, negative = inhibition, actives largely listed as inhibitors; Q99816; Fluorescence polarization, FITC-PTAP peptide/Tsg101, 20 min; note: potency is the fitted concentration of half-maximal effect; 0% is about no effect
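Read-out is FITC fluorescence polarization. Compounds were added to Tsg101 binding domain (10 uM final), then FITC-PTAP peptide (50 nM final), 20 min at r.t. Total S+P intensity flags fluorescent compounds.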
GALK inhibitor = inhibitors of human galactokinase (GALK); recombinant GALK, Kinase-Glo ATP luminescence, 1 h; Potency, µM (highest dose often 57.5 µM), for the others: top-dose activity, negative = inhibition, most hits filed as inhibitors; 44,000 tested, under 10 active;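 note: plate controls were full GALK reaction for no effect and reaction lacking GALK for full effect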
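Human GALK (5 nM) was incubated with 35 uM ATP and 100 uM galactose in 20 mM HEPES pH 8.0 with MgCl2, NaCl, DTT and BSA for 1 h at room temperature. Remaining ATP was measured by Kinase-Glo Plus luminescence.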
NTMT1 inhibitor = NTMT1 methyltransferase inhibition. Q9BV86. NTMT1 MTase-Glo SAH luminescence, purified enzyme. Potency, µM (highest dose often 114 µM), without a hit: at the top dose activity change, negative = inhibition, hits mostly inhibitors. 2.5% of 59,000 active. AID 1645870;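 note: potency is the fitted concentration of half-maximal effect; plate controls were DMSO vehicle for no effect and no enzyme for full effect; nearly all actives have a fitted effect of over 65% in size; many of its hits are not listed in these tables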
Target sequence (Q9BV86 whole entry, looked up): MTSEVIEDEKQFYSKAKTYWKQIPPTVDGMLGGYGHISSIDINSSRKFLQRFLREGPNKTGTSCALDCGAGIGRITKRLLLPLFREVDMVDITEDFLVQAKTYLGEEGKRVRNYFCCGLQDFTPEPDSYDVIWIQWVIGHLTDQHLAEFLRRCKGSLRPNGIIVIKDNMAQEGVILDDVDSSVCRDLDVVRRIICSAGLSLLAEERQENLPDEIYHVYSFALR
B2AR arrestin ag = beta-arrestin recruitment by human beta2-adrenergic receptor ligands; P07550; HTLA Tango cells, beta-arrestin recruitment, luciferase luminescence, 18 h; Potency, µM (top dose mostly 46.1 µM), for inactives: at the highest dose activation, actives largely listed as activators; 44,000 tested, under 10 active; AID 1347077;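 note: potency is the fitted concentration of half-maximal effect; 0% = DMSO and full agonism = EC100 isoproterenol or metaproterenol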
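Tango cells expressing recombinant beta2-AR and beta-arrestin were treated with compounds (up to 46 microM titration) in DMEM with 1% FBS for 18 hr at 37 degrees C. Beta-arrestin recruitment drove tTA-dependent luciferase, read by luminescence; curves were fitted and classed.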
p53null 32C kill = selectivity test: cytotoxicity in p53 null cells, permissive temperature; H1299-neo p53 null cells, ATP luminescence, 24 h, 32C; Potency, µM (highest dose often 46.1 µM), for the others: at the highest dose activity change, negative = cytotoxicity, usual class: cytotoxic; 0.62% of 55,000 active; AID 903;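 note: potency is the fitted concentration of half-maximal effect; 0% = DMSO only and -100% = full killing by 100 µM tamoxifen; nearly all actives have a fitted effect of over 55% in size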
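We seeded p53-null H1299-neo cells, incubated them overnight at 37C, and added compounds across a range up to 46 uM. After 24 hours at 32C, ATP reagent was applied for 20 min at room temperature and luminescence recorded.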
FH mod = Identification of activators of human fumarate hydratase by quantitative high-throughput screening; FH coupled MDH/diaphorase resazurin fluorescence, 15 min; Potency, µM (series often up to 79.9 µM), inactives show at the highest dose activity change, negative = inhibition, hits mostly inhibitors; 0.22% of 54,000 active; AID 1347055, 2019; note: potency is the fitted concentration of half-maximal effect; % is set by controls: 0 for no effect and ±100 for the full control effect; the screen sought activators but most active calls are inhibition curves; nearly all actives have a fitted effect of over 45% in size
Target sequence (P07954 whole entry, looked up): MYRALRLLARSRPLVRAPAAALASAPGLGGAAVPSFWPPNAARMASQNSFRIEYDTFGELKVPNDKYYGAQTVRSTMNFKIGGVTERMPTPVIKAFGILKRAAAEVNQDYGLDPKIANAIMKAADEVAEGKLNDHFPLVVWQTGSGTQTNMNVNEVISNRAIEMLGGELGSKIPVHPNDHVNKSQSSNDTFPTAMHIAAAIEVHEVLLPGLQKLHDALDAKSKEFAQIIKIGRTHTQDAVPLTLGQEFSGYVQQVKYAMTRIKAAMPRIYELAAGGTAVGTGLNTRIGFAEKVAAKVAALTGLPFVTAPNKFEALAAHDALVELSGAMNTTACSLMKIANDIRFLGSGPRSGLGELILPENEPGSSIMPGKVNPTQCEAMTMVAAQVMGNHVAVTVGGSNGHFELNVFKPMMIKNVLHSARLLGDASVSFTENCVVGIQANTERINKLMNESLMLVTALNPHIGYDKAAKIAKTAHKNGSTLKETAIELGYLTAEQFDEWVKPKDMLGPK
p53null 39C kill = p53 null cell cytotoxicity, nonpermissive temperature; 0.97% of 55,000 active; H1299 p53-null (neo) cells, 39C, ATPlite viability, 24 h; Potency, µM (doses to about 46.1 µM), for the others: top-dose activity, negative = cell killing, hits mostly cytotoxic;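 note: potency is the fitted concentration of half-maximal effect; 0% = DMSO only and -100% = full killing by 100 µM tamoxifen; nearly all actives have a fitted effect of over 50% in size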
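Cells seeded at 600/well, 37C overnight. Compound added (up to 46 uM), plates shifted to 39C for 24 hr. ATPlite added, luminescence read after 20 min at room temperature.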
Numbers without * were called inactive; ? = inconclusive; nt = not tested or not shown; [ ] = another dose, or the depositor's remark. Calls come from the whole dose curve; as a rule, active = well fitted curve in the direction sought with a large enough effect; inconclusive = small, poorly fitted or top-dose-only effect, or another doubt; inactive = no such curve, though single readings can be large; an effect the other way counts as inactive or inconclusive. An excerpt; the hit share may differ from the screen's.

SMILES | PTAP-TSG101 blk | GALK inhibitor | NTMT1 inhibitor | B2AR arrestin ag | p53null 32C kill | FH mod | p53null 39C kill
COc1ccc(-c2nc(SCC(=O)Nc3c(C)cc(C)cc3C)n[nH]2)cc1 | -3% | -1% | -18% | 0% | -10% | 0% | ?
CC(=O)Nc1nc2n(n1)C(c1ccc(F)cc1)C=C(c1ccc(Cl)cc1)N2 (centres undefined) | 0% | 3% | -22% | 0% | -5% | -12% | -2%
Cc1ccc(-c2c3c(=O)n(C)c(=O)n(C)c3c3cnc4ccccc4n23)cc1 | -3% | 2% | 8% | 0% | -2% | 3% | -13%
O=C(C1CCCCC1)N(Cc1cccnc1)c1nc2c(F)cc(F)cc2s1 | 1% | -7% | 3% | -2% | 14% | -15% | 24%
Cc1cc([N+](=O)[O-])ccc1NC(=O)CSc1nccn1C | 2% | 8% | 1% | 1% | -2%[9.22 µM] | -18% | 5%
COCCCNC(=O)N1[C@H](c2cccs2)[C@@H](C)C(=O)[C@@H](C)[C@@H]1c1cccs1 | 1% | 0% | -13% | -2% | -2% | 2% | 5%
CCOc1cc2[nH]c(=O)n(CCC(=O)N3CCN(c4ccccc4)CC3)c(=O)c2cc1OCC | -1% | -5% | 2% | 0% | 2% | -2% | 1%
COc1ccc(-c2noc(-c3ccc(NCc4ccco4)c([N+](=O)[O-])c3)n2)cc1 | 3% | 3% | -6% | -2% | -17% | 4% | -13%
O=S(=O)(c1ccc(Cl)cc1)c1nnn2c1nc(NCc1ccccc1)c1sccc12 | -6% | -8% | 89µM* | 2% | -8% | -11% | ?
COc1cccc(Cn2c(=O)cc(C)c3c(C)nn(C)c32)c1 | -7% | 0% | ? | 0% | -1% | -6% | 3%
COc1ccc(F)cc1S(=O)(=O)NCC(c1ccco1)S(=O)(=O)c1cccs1 (centres undefined) | -6% | -3% | 10% | -4% | 7% | -2% | -29%
O=S(=O)(NCc1csc(-c2ccccc2)n1)c1ccccc1 | -3% | -9% | -12% | -3% | -18% | -3% | -25%
Cc1ccc(C(=O)Nc2ccc(C(=O)O)cc2)cc1S(=O)(=O)N1CCC(C)CC1 | -1% | 1% | 11% | -1% | -1% | -1% | -9%
O=C(NCCc1ccccc1)c1ccc(Cn2c(SCc3cccc(F)c3)nc3cccnc32)cc1 | -3% | 3% | 8% | -1% | 5% | ? | -7%
Cc1ccc(C(=O)Nc2ccc(Br)cc2)cc1S(=O)(=O)NCc1ccccc1 | 0% | 0% | 13% | 1% | 17% | ? | ?
CCOC(=O)c1c(S(=O)(=O)N2CCCC(C(=O)Nc3cccc(C#N)c3)C2)c(C)n(C)c1C (centres undefined) | -2% | 0% | 1% | -3% | 2% | -8% | 7%
Cc1ccc(CCNC(=O)c2ccc(CSc3nc4ccncc4n3Cc3ccc(F)cc3)cc2)cc1 | -1% | 4% | 6% | -2% | 31%[activator] | -35% | 29%
O=C(Cn1nc2c(cc1=O)CCCC2)NCc1ccccc1Cl | -1% | 5% | 1% | 0% | ? | 4% | -1%
CSc1nnc2c(n1)OC(c1cccc(O)c1Cl)Nc1ccccc1-2 (centres undefined) | 0% | 0% | 2% | -2% | 3% | 3% | 4%
CC1CCN(S(=O)(=O)c2ccc3c(ccc(=O)n3CC(=O)NCc3ccc(Cl)cc3)c2)CC1 | -1% | 1% | 24% | 0% | 3% | -21% | 8%
Cc1ccc(C(=O)Nc2ccc3c(c2)N(C)C(=O)c2ccccc2S3)cc1F | 0% | -2% | -7% | -3% | 22% | ? | 37%[activator]
CCCCNC(=O)C1CCC(CNS(=O)(=O)c2ccc(NC(C)=O)cc2)CC1 (centres undefined) | 0% | 2% | 9% | -1% | 9% | 4% | 33%[activator]
O=C(NCc1ccccc1Cl)c1ccc2c(c1)ncn2-c1cccc(F)c1 | -3% | 1% | 1% | -1% | 5% | -22% | 19%
CCN(C(=O)Cn1c(=O)n(Cc2ccccc2)c(=O)c2c1c1cc(OC)ccc1n2C)c1ccccc1 | 0% | 1% | -6% | 0% | 3% | -10% | -4%
O=c1c2c(-c3ccccc3)ccnc2[nH]n1-c1ccccc1 | -1% | 0% | 11% | 1% | -15% | -8% | 15%
COc1ccc(NC(=O)Cn2c(=O)n(-c3ccccc3)c(=O)c3c4c(sc32)CCCC4)c(OC)c1 | 0% | 3% | -9% | 0% | -8% | 3% | -27%
CC(=O)N1CCN(c2csc3ccc(Br)cc3c2=O)CC1 | -3% | 0% | -22% | 0% | -5% | -7% | -24%
COC(=O)CN1C(=O)CSc2ccc(S(=O)(=O)Nc3cc(C)ccc3C)cc21 | 0% | 2% | nt | 0% | -9% | nt | -2%
COc1ccc(C2Nc3ccccc3-c3cc(C)nn32)cc1OC (centres undefined) | 0% | 0% | 13% | 0% | -8% | -12% | 7%
COc1ccc(CNC(=O)c2cccn2-c2nnc(N3CCCCC3)s2)c(OC)c1 | 1% | 3% | 24% | -1% | 0% | -13% | -22%
Cc1nc(-c2ccccc2)sc1-c1ccc(SCC(=O)NCc2ccc(F)cc2)nn1 | -5% | 0% | -6% | -1% | -3% | 4% | 22%
Cc1ccc(C2=CC(c3ccc(Cl)cc3)n3nc(-c4ccc(C)cc4)nc3N2)cc1 (centres undefined) | 0% | 4% | 17% | 0% | 11% | -13% | 6%
CCOC(=O)C1CCCN(C(=O)Cn2ncn3c(cc4sc(CC)cc43)c2=O)C1 (centres undefined) | 0% | -2% | ? | 1% | -12% | -13% | -4%
CC(C)(C)c1ccc(NC(=O)C2CCCN(c3cnccn3)C2)cc1 (centres undefined) | -2% | 3% | 89µM* | ? | -6% | -25% | -12%
CC(C)CCOc1ccc(Cn2c(=O)sc3ccccc32)cc1 | -4% | 0% | 4% | 0% | 10% | -18% | -14%
CCOC(=O)C1CCC(CN(Cc2ccc(OC)cc2)S(=O)(=O)c2ccc(F)c(C(=O)Nc3cc(Cl)ccc3OC)c2)CC1 (centres undefined) | -2% | -5% | 0% | 4% | -3% | -11% | 13%
Cc1ccc(NC(=O)Nc2nnc(SCC(=O)N3CCCCC3)s2)cc1 | -7% | 1% | -4% | -3% | ? | 7% | 18%
COc1ccc(CNC(=O)c2cc3c(-c4ccccc4F)nn(C)c3s2)c(OC)c1 | 1% | 9% | 19% | -1% | 24% | -27% | 6%
Cc1ccc(NC(=O)CS(=O)(=O)c2nc(-c3ccc(C)cc3)cn2-c2ccc(C)cc2)cc1 | 2% | -3% | 2% | 5% | 21% | ? | 19%
CC(=O)c1cc(-c2ccccc2)n(CCC(=O)Nc2nc3c(C)cccc3s2)c1C | -5% | 0% | 2% | 5% | 3% | 5% | 11%
CCCCSCCCNC(=O)C1CCN(Cc2nc(-c3cccc(Br)c3)oc2C)CC1 | 2% | 8% | 0% | 0% | -6% | -30% | 0%
CCOC(=O)c1c(S(=O)(=O)NCC(=O)Nc2cccc(CC)c2)c(C)n(C)c1C | 0% | -1% | 1% | -2% | -2% | -9% | -2%
CCn1nc(-c2ccccc2)c(-c2ccccc2)c(C(=O)OCCOC)c1=O | 0% | -3% | 20% | -1% | -6% | 6% | -23%
CCc1ccc(NC(=O)CN2C(=O)CCSc3ccc(S(=O)(=O)N4CCCC4)cc32)cc1 | 1% | 1% | -3% | -1% | 2% | 4% | -13%
Cc1ccccc1-c1nnc(CN2CCN(c3cc(Cl)ccc3C)CC2)o1 | 1% | -8% | 9% | -2% | 20% | ? | 5%
CCOc1cc2c(cc1OCC)C(CC(=O)O)N(C(=O)Nc1ccc(Br)c(C)c1)CC2 (centres undefined) | -1% | ? | 2% | 1% | -1% | -3% | -9%
Cc1cc(C)c(NC(=O)CSc2ccc(-c3sc(-c4ccccc4)nc3C)nn2)c(C)c1 | -1% | 1% | -8% | 0% | 2% | 4% | -8%
CCn1cc(C(=O)OCC(=O)Nc2cccc(C(C)=O)c2)c(=O)c2ccc(C)nc21 | -2% | 1% | 4% | 1% | -1% | 2% | -11%
COc1ccc(NC(=O)CN2C(=O)C(c3ccc(C)cc3)=NC23CCCCCC3)cc1Cl | 1% | 0% | -2% | -3% | 6% | -21% | -7%
O=c1[nH]c(C2CCCN(S(=O)(=O)c3ccccc3Cl)C2)nc2c1nnn2Cc1ccc(OC(F)(F)F)cc1 (centres undefined) | -11% | 1% | 9% | 0% | -4% | -7% | ?

Compound profiles, as listed above. Values in the order: PTAP-TSG101 blk, GALK inhibitor, NTMT1 inhibitor, B2AR arrestin ag, p53null 32C kill, FH mod, p53null 39C kill
CCc1ccc(NC(=O)CN2C(=O)CCSc3ccc(S(=O)(=O)N4CCCC4)cc32)cc1 reads 1%, 1%, -3%, -1%, 2%, 4%, -13%
CCn1nc(-c2ccccc2)c(-c2ccccc2)c(C(=O)OCCOC)c1=O reads 0%, -3%, 20%, -1%, -6%, 6%, -23%
COc1ccc(NC(=O)CN2C(=O)C(c3ccc(C)cc3)=NC23CCCCCC3)cc1Cl reads 1%, 0%, -2%, -3%, 6%, -21%, -7%
Cc1cc(C)c(NC(=O)CSc2ccc(-c3sc(-c4ccccc4)nc3C)nn2)c(C)c1 reads -1%, 1%, -8%, 0%, 2%, 4%, -8%
CCn1cc(C(=O)OCC(=O)Nc2cccc(C(C)=O)c2)c(=O)c2ccc(C)nc21 reads -2%, 1%, 4%, 1%, -1%, 2%, -11%

(listing goes on)
SMILES | PTAP-TSG101 blk | GALK inhibitor | NTMT1 inhibitor | B2AR arrestin ag | p53null 32C kill | FH mod | p53null 39C kill
Cc1cccc(NC(=O)c2cc3c(=O)n4ccccc4nc3n2C)c1C | -3% | ? | 4% | 3% | 9% | 4% | -11%
Cc1ccccc1NC(=O)c1c(C)oc2ccc(O)c(CN(C)Cc3ccccc3)c12 | 1% | 1% | -1% | ? | 3% | ? | 5%
CCc1ccc(S(=O)(=O)c2cn(CC(=O)Nc3ccc(C)cc3)c3ccccc3c2=O)cc1 | 0% | 7% | 16% | -1% | 11% | -6% | -11%
Cc1cc2c(cc3c(SCC(=O)Nc4ccc(Cl)cc4F)nncn32)o1 | 8% | 1% | ? | 0% | 5% | -4% | 55%[activator]
Cc1cc(C)c(NC(=O)CSc2nc3ccncc3[nH]2)c(C)c1 | 2% | 5% | -2% | -3% | 8% | -14% | -20%
Cc1cc(C)c2c(NC(=O)c3ccccc3Cl)c(C(=O)Nc3ccc(C)c(C)c3)sc2n1 | 1% | 2% | 5% | 1% | 8% | 16% | -25%
CSc1nc(-c2ccc(F)cc2)nc2c1Cc1c(CO)cnc(C)c1O2 | -4% | 0% | 0% | 0% | 1% | 8% | -10%
Cc1ccccc1CN1C(=O)c2ccccc2Sc2ccc(C(=O)NCc3ccccc3)cc21 | 2% | -1% | -23% | 0% | 1% | -11% | 6%
